# LDHA inh: LDHA (human) enzyme inhibition. purified LDHA, NADH/diaphorase-resazurin fluorescence; active compounds read low. P00338. 480,000 compounds, 0.15% hits. AID 1347041. activity change, % (values are at about 110 or 230 µM); in the data active = activity change below about -30%; inconclusive = mostly about -25% to -30%;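 note: plate controls were DMSO wells for no effect and wells without enzyme for full effect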
#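 Human LDH5 at 2 nM final in Tris HCl pH 7.4 with 0.06 mM NADH and 0.2 mM pyruvate, reacted 5 minutes at room temperature. Remaining NADH coupled via diaphorase/resazurin; resorufin fluorescence read at 0 and 20 minutes, normalized to enzyme-free and DMSO wells.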
# USP1 inh: USP1/UAF1 (human) deubiquitinase inhibition. Potency, µM (highest dose often 57.1 µM), inactives show at the highest dose activity change, negative = inhibition, usual class: inhibitors. AID 743255. 390,000 compounds, 0.23% hits. O94782. recombinant USP1/UAF1, Ub-Rhodamine cleavage fluorescence; note: potency is the fitted concentration of half-maximal effect; % is set by controls: 0 for no effect and ±100 for the full control effect; nearly all actives have a fitted effect of over 60% in size; inactives centre near -12
# Target sequence (O94782 whole entry, looked up): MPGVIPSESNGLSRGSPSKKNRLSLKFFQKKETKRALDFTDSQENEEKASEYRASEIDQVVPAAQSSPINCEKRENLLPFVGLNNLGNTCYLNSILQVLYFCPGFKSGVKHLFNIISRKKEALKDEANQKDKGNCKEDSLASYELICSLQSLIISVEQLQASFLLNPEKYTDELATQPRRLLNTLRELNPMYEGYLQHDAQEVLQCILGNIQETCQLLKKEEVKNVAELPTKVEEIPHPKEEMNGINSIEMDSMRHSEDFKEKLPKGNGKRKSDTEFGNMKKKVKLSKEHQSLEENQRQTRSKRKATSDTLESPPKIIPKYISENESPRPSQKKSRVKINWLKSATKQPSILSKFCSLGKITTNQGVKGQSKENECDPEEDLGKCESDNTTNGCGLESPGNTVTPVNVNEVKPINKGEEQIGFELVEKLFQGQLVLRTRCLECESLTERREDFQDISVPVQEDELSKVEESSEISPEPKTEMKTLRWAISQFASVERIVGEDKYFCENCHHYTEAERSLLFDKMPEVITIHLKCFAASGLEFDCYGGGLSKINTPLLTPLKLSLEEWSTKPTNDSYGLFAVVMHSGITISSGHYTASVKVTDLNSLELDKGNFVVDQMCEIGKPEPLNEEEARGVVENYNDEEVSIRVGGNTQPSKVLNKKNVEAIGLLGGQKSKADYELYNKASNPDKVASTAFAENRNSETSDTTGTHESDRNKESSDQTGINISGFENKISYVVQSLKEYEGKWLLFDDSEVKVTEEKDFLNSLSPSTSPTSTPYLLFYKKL
#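 USP1/UAF1 complex at 1 nM was preincubated with compound for 15 min at room temperature, then Ub-Rho substrate (150nM final) was added. Fluorescence (480/540 nm) was read kinetically, 6 reads every 60 seconds.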
# Vif-APOBEC3F blk: inhibitors of Vif-A3F interaction; HeLa A3F-eYFP + Vif (tagged APOBEC3F with the HIV-1 protein that degrades it), YFP fluorescence increase; Potency, µM (titrated, usually from 46.1 µM), for inactives: at the top dose activity, negative = active; 390,000 compounds, 0.2% hits; note: potency is the fitted concentration of half-maximal effect; % of control where 0% means no effect; nearly all actives have a fitted effect of over 65% in size
#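 Fluorescence increase (Ex 488/Em 500-530) after overnight compound treatment at 37 deg C flags inhibition of Vif-driven A3F-eYFP loss in stable HeLa A3F-eYFP/Vif cells seeded overnight beforehand.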
# GRP78 ERSR act: ER stress response induction in glioma | Potency, µM, inactives show top-dose activation, actives largely listed as activators | 420,000 compounds, 0.02% hits | U87-MG GRP78 promoter luciferase reporter, 16 h; note: potency is the fitted concentration of half-maximal effect; series mostly up to about 76 µM; % of control where 0% means no effect; nearly all actives have a fitted effect of over 35% in size
#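 ERSR induction read as luciferase luminescence (Bright-Glo, 10 min at room temperature) in stably transfected human U87-MG glioma cells exposed to compounds for 16 h, using GRP78 as sensor.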
# TrxR1 substrate: substrates of rat thioredoxin reductase 1; O89049; purified TrxR1 substrate turnover, NADPH consumption readout; Potency, µM (doses to about 114 µM), without a hit: at the highest dose activity change, negative = substrate turnover; 390,000 compounds, 0.01% hits; note: potency is the fitted concentration of half-maximal effect; % is set by controls: 0 for no effect and ±100 for the full control effect; nearly all actives have a fitted effect of over 50% in size
#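 Rat TrxR1, dispensed at 90 nM, was prereduced with 400 uM NADPH (final) for 5 min at ~22 deg C, then incubated with compound 15 min before 400 uM selenite. A first-read NADPH fluorescence drop versus no-compound background flagged substrates.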
# RXFP1 ag: activates the human relaxin receptor RXFP1. HEK293T-RXFP1 cAMP TR-FRET, 30 min; response scale: percent of porcine relaxin response, buffer zero. AID 2676. Q9HBX9. 370,000 compounds, 0.3% hits. Potency, µM (top dose mostly 57.5 µM), for inactives: at the highest dose activation, actives largely listed as activators; note: potency is the fitted concentration of half-maximal effect; % is set by controls: 0 for no effect and ±100 for the full control effect; nearly all actives have a fitted effect of over 60% in size; many of its hits are not listed in these tables
#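 HEK293 cells stably expressing RXFP1, treated 30 min at 37C with compounds plus PDE4 inhibitor Ro 20174; cAMP measured by HTRF TR-FRET. Normalized to buffer and 29 nM porcine relaxin; EC50 by Hill fit.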
# mIDH1 inhibitor: inhibitors of human mutant IDH1 R132H | Potency, µM (series often up to 76.6 µM), inactives show at the highest dose activity change, negative = inhibition, most hits filed as inhibitors | IDH1-R132H enzyme, NADPH consumption, diaphorase/resazurin fluorescence | 390,000 compounds, 0.093% hits | O75874; note: potency is the fitted concentration of half-maximal effect; % is set by controls: 0 for no effect and ±100 for the full control effect; nearly all actives have a fitted effect of over 65% in size
#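 IDH1-R132H (0.5 ug/mL dispensed) in pH 7.5 Tris buffer was preincubated 30 min with compound, then given a substrate mix of 0.016 mM NADPH and 2 mM alpha-KG for 80 min at room temperature; remaining NADPH was read by diaphorase/resazurin fluorescence.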
# PI4K2A block: PI4K2A (human) kinase inhibition | 420,000 compounds, 0.13% hits | purified PI4K2A, ADP-Glo luminescence, 1 h; active compounds read low | activity change, negative = inhibition, % at 76.9 µM; in the data active = activity change below about -50%; inconclusive = mostly about -30% to -49%;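 note: -100% = wells without enzyme as full effect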
#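 PI4K2A activity was measured by ADP-Glo luminescence: enzyme (4 ug/mL stock) and phosphatidylinositol (1.2 mM stock) in Tris pH 7.5/MgCl2/EGTA/Triton X-100 buffer were reacted with ATP (300 microM stock) for one hour at ambient temperature.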
# Vif-APOBEC3G blk: inhibitors of Vif-APOBEC3G interaction; Q9HC16; HeLa A3G-eYFP + Vif (tagged APOBEC3G with the HIV-1 protein that degrades it), YFP fluorescence, overnight; Potency, µM (highest dose often 46.1 µM), for inactives: at the highest dose activity, negative = active, actives largely listed as inhibitors; 410,000 compounds, 0.076% hits;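 note: potency is the fitted concentration of half-maximal effect; % is set by controls: 0 for no effect and ±100 for the full control effect; nearly all actives have a fitted effect of over 60% in size; hits raise eYFP signal because A3G escapes Vif-driven loss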
#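 HeLa cells stably expressing Vif and C-terminally eYFP-tagged A3G, seeded overnight at 37 deg C, then exposed to compound by pintool overnight at 37 deg C. Rise in yellow fluorescence (Ex 488/Em 500-530, Acumen) marks blocked Vif-driven A3G degradation.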
# An asterisk follows results filed as active; ? = inconclusive; . = no result given; & = joins results of further samples; [ ] = dose if it differs, or a comment. Unless noted, calls come from the whole dose curve; as a rule, active = well fitted curve in the direction sought with a large enough effect; inconclusive = small, poorly fitted or top-dose-only effect, or another doubt; inactive = no such curve, though single readings can be large; an effect the other way counts as inactive or inconclusive. Some of the compounds tested (hit frequency here may not be typical).
structure	LDHA inh	Vif-APOBEC3G blk	Vif-APOBEC3F blk	RXFP1 ag	mIDH1 inhibitor	TrxR1 substrate	PI4K2A block	GRP78 ERSR act	USP1 inh
COc1ccc(C(=O)NCc2ccc(-c3nc4ccccc4s3)cc2)cc1	-16	-11%	1%	2.9%	2%	16%	0	5%	-16%
CCN(CC)S(=O)(=O)c1ccc2oc(C(=O)N(C)Cc3ccccc3)c(C)c2c1	1	4%	0%	2.2%	-8%	3%[2.29 µM]	3	0%	?
Clc1cccc(OCCn2cncn2)c1Cl	-9	-9%	-6%	0.2%	4%	4%	17	-2%	-23%
COc1ccc(NC(=O)c2cc(-c3ccccc3)nc3c2c(C)nn3-c2ccccc2)c(OC)c1	-10	-1%	6%	0.9%	-2%	-4%	-5	-4%	-13%
CC[n+]1c(/C=C(\C)OC)sc2ccccc21	1	-5%	-30%	-1.7%	-8%	-10%	-2	-4%	-17%
COCc1c(Br)c(C)nc(OCC(=O)N/N=C/c2ccco2)c1C#N	-1	-7%	2%	-4.5%	-12%	-12%	-6	-1%	-12%
O=C(c1cccs1)N1C[C@@H](n2cc(-c3ccc(F)cc3)nn2)[C@H](O)C[C@@H]1c1ccccc1	1	0%	-1%	.	-5%	.	-3	0%	-29%
N/C(=N\OC(=O)Cc1ccccc1[N+](=O)[O-])c1cccnc1	1	-4%	2%	4.2%	7%	4%[57.1 µM]	-5	4%	-15%
CCOc1ccnc(OCC)c1Br	-8	-2%	1%	0.2%	-1%	2%	3	-4%	-23%
CCN(c1ccccc1)S(=O)(=O)c1ccc(Cl)c(C(=O)O)c1	-2	9%	9%	0.2%	-10%	6%	2	-3%	-26%
CSc1ccc(CN(C)C(=O)c2cc(S(=O)(=O)NCc3ccccc3)ccc2C)cc1	-3	-1%	6%	0.8%	1%	-9%	-1	-1%	-26%
CC(=O)N1c2ccccc2C(=O)C1N1CCN(c2ccccc2)CC1 (stereo not drawn)	-2	0%	0%	1.6%	10%	5%[57.1 µM]	2	-1%	2%
Cc1ccccc1C(=O)OCC(=O)N(C)c1ccccc1	-4	0%	-8%	-1.7%	2%	-1%	2	3%	-24%
CC(C)(C)NC(=O)c1cccc(NC(=O)c2ccc(NC(=O)c3ccco3)cc2)c1	-2	-8%	-6%	-1.5%	10%	0%	-11	4%	-19%
Cc1cccn2cc(-c3cccc(S(=O)(=O)N4CC(C)OC(C)C4)c3)nc12 (stereo not drawn)	-3	-3%	0%	2.4%	0%	0%	0	-2%	-9%
CCOC(=O)C1=C(C)OC(N)=C(C#N)C1c1cccc(C)c1 (stereo not drawn)	-3	-5%	-47%	1.0%	3%	10%[57.1 µM]	2	-4%	-17%
CCOC(=O)CSC1=C(C#N)C(c2ccc(C)s2)CC(=O)N1 (stereo not drawn)	0	?	-3%	1.9%	-1%	5%	-2	-3%	12%
N#CCCN1CCN(S(=O)(=O)c2ccc3c(c2)CCC3)CC1	-1	-9%	-4%	-1.0%	4%	5%	0	-2%	-21%
C=C(C)C1CC=C(C)/C(=N/NC(=O)c2ccc(NC(=O)CC)cc2)C1 (stereo not drawn)	-2	2%	-7%	0.6%	2%	3%	-1	-3%	-9%
Cc1ccc(CNC(=O)Cn2cnc3c(NC(=O)OCc4ccccc4)ncnc32)o1	-9	-9%	3%	0.5%	-7%	-1%	-4	-2%	-22%
CCCNC(=S)Nc1ccc(Br)cc1	-4	1%	5%	-1.7%	6%	-5%	0	4%	-16%
COc1ccc(OCC(O)CNCCNc2nccc(C(F)(F)F)n2)cc1 (stereo not drawn)	-9	1%	-5%	-2.5%	-1%	-2%[57.1 µM]	1	-3%	-11%
CCN(CC)CCNC(=S)Nc1ccc(Cl)cc1	-3	0%	-5%	2.1%	-2%	7%[57.1 µM]	-2	0%	-13%
O=C(Cn1c(=O)c2cccn2c2cccnc21)NCc1cccc(F)c1	-2	-2%	-2%	14%	3%	7%	0	-2%	-3%
CCCCn1c(N)c(N(CCOC)C(=O)c2ccc(Cl)c(S(=O)(=O)N3CCCCC3)c2)c(=O)[nH]c1=O	1	0%	-3%	0.1%	-4%	2%	0	-1%	-18%
CC(=O)c1ccc(OCc2cc(=O)n3ccsc3n2)cc1	-5	-1%	7%	13%	5%	-8%	-3	-1%	-11%
Cc1cc(=O)oc(C)c1C(=O)N1CCCCC1	-6	1%	0%	1.9%	0%	-11%	9	-6%	1%
Cc1ccc(C(C)NC(=O)c2ccncc2)c(C)c1 (stereo not drawn)	-4	1%	?	2.1%	-7%	1%	-2	-3%	-4%
COC(=O)c1ccccc1S(=O)(=O)N1CCC(NC(=O)C(Cc2cccc(OC)c2OC)NC(C)=O)CC1 (stereo not drawn)	-10	-2%	13%	4.9%	-2%	7%[57.1 µM]	4	2%	-12%
Cc1noc(C)c1C(=O)Nc1nc2ccccc2s1	-4	-5%	2%	1.7%	3%	-2%[57.1 µM]	-8	8%	-19%
CCCCN1C(=O)c2[nH]nc(-c3ccccc3O)c2C1c1cc(Br)c(O)c(OC)c1 (stereo not drawn)	4	-18%	0%	-0.7%	28µM*	-7%	-3	-4%	24%
COC(=O)CSc1nc(N)c2c3c(sc2n1)C(c1ccccc1)SC(c1ccccc1)C3 (stereo not drawn)	3	-5%	-18%	2.4%	1%	5%	-8	15%	-11%
O=C(CCN1C(=O)/C(=C/C=C/c2ccccc2)SC1=S)Nc1cccnc1	-1	-17%	-5%	-0.5%	-3%	-14%	-4	6%	?
O=C1CSc2ccc(C(=O)NCc3ccccn3)cc2N1	-2	-1%	-12%	.	-9%	1%	-1	6%	1%
CC(NC(=O)CN1CCOCC1)c1ccc(F)cc1 (stereo not drawn)	-2	4%	0%	-0.5%	17%	4%	-2	-2%	-6%
COc1cc(CN2CC(=O)N(c3ccc(C)c(C)c3)C2=S)cc(OC)c1OC	-8	0%	0%	4.7%	2%	-8%	-1	-2%	-12%
CN(C(=O)CCc1nnc(CCCCc2ccccc2)o1)C1CC(C)(C)NC(C)(C)C1	-4	-2%	-7%	1.6%	4%	16%[57.1 µM]	1	-1%	-3%
CCOc1ccc(NC(=O)COc2ccc(-n3cnnn3)cc2)cc1	-5	-1%	0%	0.9%	-7%	2%	0	-1%	-12%
Cc1cccc(NC(=O)CSc2nnc([C@@H]3CCCN3C(=O)OC(C)(C)C)o2)c1C	-1	1%	1%	2.0%	6%	5%[57.1 µM]	-4	-1%	-16%
CCc1noc(C)c1C(=O)N1CCCC(CCC(=O)NCc2ccc(F)c(F)c2)C1 (stereo not drawn)	-3	-1%	?	-1.0%	-1%	-1%	3	-1%	-27%
Cc1ccc(S(=O)(=O)N(C)C)cc1NC(=O)c1cc(C(C)(C)C)nn1Cc1ccccc1	1	-9%	0%	0.9%	3%	-10%	-6	-4%	-8%
Cc1[nH]c2ccccc2c1C(=O)Cn1c(=O)oc2ccccc21	-10	4%	-5%	0.7%	1%	-14%	-1	1%	-6%
CCOc1ccc(N(CC(=O)Nc2ccc(C)cc2C)S(C)(=O)=O)cc1	1	-4%	-7%	-0.5%	3%	0%	2	-4%	-6%
Cc1cccc(N2CC(C(=O)NCCC3=CCCCC3)CC2=O)c1C (stereo not drawn)	-2	4%	4%	-0.4%	7%	13%[57.1 µM]	3	-5%	-2%
COc1ccccc1CNC(=O)COC(=O)c1nccnc1N	-7	-8%	-9%	2.1%	3%	134%[activator]	-2	-2%	-3%
CN(C)S(=O)(=O)c1cccc(NC(=O)CCCc2nc3ccccc3c(=O)[nH]2)c1	2	3%	-9%	-0.1%	10%	-6%	2	-2%	-6%
CCn1c(SCC(=O)Nc2c(C)cccc2C)nnc1-c1nonc1NC(C)=O	-9	1%	0%	0.8%	-8%	5%	-3	-3%	-4%
COc1ccc(CC(=O)Nc2c(C(=O)N3CCN(c4ccccc4OC)CC3)oc3ccccc23)cc1OC	1	0%	2%	2.7%	9%	5%	-1	-7%	-25%
O=S(=O)(c1c(Cl)cc(Br)cc1Cl)N1CCN(C(=S)NC2CC2)CC1	-7	1%	-16%	.	-5%	-7%	-4	-3%	-8%
COc1cc(CNC2CCCCCC2)cc(OC)c1O	8	0%	0%	1.9%	8%	9%[57.1 µM]	3	-2%	-12%
CC(C)C(NC(=O)c1ccccc1NC(=O)c1ccccc1)C(=O)NNC(=O)c1ccncc1 (stereo not drawn)	-10	4%	4%	0.1%	-8%	-5%	5	-1%	-19%
S=C(NCCCc1cnc[nH]1)NCCCN(Cc1ccc(Cl)cc1)c1ccc(Br)cn1	-18&2	-21%	.	.	.	.	8	-8%	.
CCOc1ccc(C(=O)Nc2ccc3oc(-c4ccc(C)cc4C)nc3c2)cc1Br	-2	5%	0%	4.1%	-14%	-6%	-6	-2%	4%
